# From PubChem BioAssay
# AID2073: inhibitors of Mint1-CaV2.2 protein interaction, biochemical, HTRF (AID 2073); inhibition, % at 20 µM, or IC50 in µM where a hit was titrated; 290,000 tested, 0.19% active; HTRF protein-protein interaction, Mint1-CaV2.2; higher % means a stronger effect; in the data active means inhibition mostly above about 51%, no sharp cut-off; inconclusive means no clear call, values can overlap the other calls; inactive means mostly below about 53%; further: some results filed as inactive read as strong as hits
# HIV fusion peptide: inhibitors of HIV fusion peptide binding, primary screen, biochemical, uHTS, fluorescence dequenching (AID 1986); cell-free peptide binding, fluorescence dequenching, 30 min; higher % means a stronger effect; inhibition, % at 20 µM; hits with a dose series show IC50 in µM; 290,000 tested, 0.3% active; in the data active means inhibition mostly above about 52%, no sharp cut-off; inactive means mostly below about 76%; further: some results filed as inactive read as strong as hits
# NOD1 inhibition: NOD1 signaling inhibitors, primary screen, cell-based, luminescence, uHTS (AID 1578). NOD1-driven NF-kB luciferase reporter cells, luminescence; higher % means a stronger effect. inhibition, % at 4 µM, or EC50 in µM where a hit was titrated. 290,000 tested, 1% active; in the data active means inhibition mostly above about 36%, no sharp cut-off; inactive means mostly below about 34%;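 further: HEK-293T reporter cells stimulated with the NOD1 agonist gamma-tri-DAP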
# GPR55 beta-arrestin: selective activators of receptor GPR55 – imaging, U2OS cells, beta-arrestin-GFP redistribution, primary screen (AID 1961). 290,000 tested, 0.048% active. U2OS GPR55 beta-arrestin-GFP redistribution imaging; higher % means a stronger effect. one-dose activation, % at 10 µM; EC50 in µM for titrated hits;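 active means activation above 40% with more than 50 cells counted in the well; inconclusive means wells holding fewer than 50 cells, flagged as toxic or sparse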;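 further: U2OS osteosarcoma cells stably expressing GPR55 and beta-arrestin-GFP; plate controls were DMSO negative control for no effect and LPI positive control for full effect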
# KOR beta-arrestin-1: kappa opioid receptor blockers – cell-based, luminescence, uHTS (AID 1778) | KOR beta-arrestin recruitment, luminescence, antagonist mode; higher % means a stronger effect | inhibition, % at 10 µM, or IC50 in µM where a hit was titrated | 290,000 tested, 0.091% active; in the data active means inhibition above about 50%; further: strong numbers were not always called active
# KOR beta-arrestin-2: KOR agonists, beta-arrestin recruitment, primary screen, cell-based, luminescence, uHTS (AID 1777); 280,000 tested, 0.02% active; one-dose activation, % at 10 µM; EC50 in µM for titrated hits; KOR beta-arrestin recruitment, luminescence; higher % means a stronger effect; in the data active means activation above about 50%, passing the limit was not always enough; further: a part of the inactive calls stands beside numbers as strong as those of hits
# GPR35 arrestin U2OS: GPR35 antagonists blocking zaprinast-driven arrestin recruitment, primary screen, imaging, U2OS, beta-arrestin-GFP, zaprinast agonist (AID 2058) | U2OS GPR35 beta-arrestin-GFP translocation imaging, zaprinast antagonism; higher % means a stronger effect | inhibition, % at 10 µM; hits with a dose series show IC50 in µM | 290,000 tested, 0.052% active;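 active means inhibition of at least 50% with at least 30 cells and total cytoplasm GFP at most 10,000,000; inconclusive means under 30 cells or total GFP of 10,000,000 plus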
# GPR55 LPI antagonism: inhibition of LPI-stimulated GPR55 beta-arrestin translocation – imaging, U2OS, beta-arrestin-GFP, LPI agonist, primary screen (AID 2013). U2OS GPR55 beta-arrestin-GFP translocation imaging, LPI antagonism; higher % means a stronger effect. one-dose inhibition, % at 10 µM; IC50 in µM for titrated hits. 290,000 tested, 0.13% active;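 active means spots per cell inhibited over 60%, with over 100 cells counted and total cytoplasm intensity under 500,000; inconclusive means wells with under 100 cells, flagged as likely toxic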;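 further: U2OS cells stably carrying GPR55 and arrestin-GFP stimulated by 5 µM LPI near EC80; imaged beta-arrestin-GFP aggregate spots per cell after agonist stimulation; plate controls were LPI-stimulated DMSO wells for no effect and DMSO wells without LPI for full effect; some results filed as inactive read as strong as hits; confirmed hits need IC50 under 10 µM and bright autofluorescent wells are also inconclusive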
# SIAH1 antagonists: Siah-1 peptide-binding antagonists, primary screen, biochemical, fluorescence polarization, rhodamine-plectin, uHTS (AID 1817); Siah-1 / rhodamine-plectin peptide fluorescence polarization; higher % means a stronger effect; 290,000 tested, 0.02% active; displacement, % at 20 µM; hits with a dose series show IC50 in µM;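 active means displacement of at least 50% at 20 µM, with a fluorescence ratio check between 0.3 and a set limit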;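 further: plate controls were Siah plus tracer with DMSO for no effect and tracer alone without Siah for full effect; strong numbers were not always called active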
# An asterisk follows results filed as active; ? = inconclusive; . = not tested or not shown; [ ] = remark or other dose. An excerpt (hit frequency here may not be typical).
structure,AID2073,HIV fusion peptide,NOD1 inhibition,GPR55 beta-arrestin,KOR beta-arrestin-1,KOR beta-arrestin-2,GPR35 arrestin U2OS,GPR55 LPI antagonism,SIAH1 antagonists
N#Cc1cnn(-c2nc3sc4c(c3c(=O)[nH]2)CCCC4)c1N,9%,4.3%,23%,0.6%,-31%,-4.1%,-12%,13%,8%
O=c1ccc(Oc2nc(N3CCOCC3)nc(N3CCOCC3)n2)n[nH]1,-5%,-0.9%,15%,0.2%,3%,-0.7%,7%,0%,-3%
CCOc1cc([C@@H]2C[C@H]3CN(c4ccccc4)C(=O)[C@]34CCCN24)ccc1OC,6%,5.2%,-17%,0.0%,13%,-2.3%,2%,0%,6%
COc1ccc2[nH]c(C)c(C(=O)CN(C)C)c2c1,8%,-1.5%,-3%,-0.1%,-34%,6.8%,-6%,-9%,-1%
CCOc1cccc(C(=O)Nc2nnc(-c3cccs3)s2)c1,17%,2.4%,-77%,0.3%,-22%,-6.7%,-3%,2%,-2%
CC(C)[C@@H]1NC(=O)N(c2ccc(Oc3ccccc3)cc2)C1=O,9%,-2.5%,-4%,0.3%,8%,0.7%,0%,-14%,3%
O=S(=O)(Oc1ccccc1/C=N/n1cnnc1)c1ccccc1,-2%,0.0%,-28%,-0.1%,-13%[20 µM],-6.3%,4%,0%,6%
COc1cc(/C=N/NC(=O)c2cccc(C(=O)N/N=C/c3ccc(O)c(OC)c3)n2)ccc1O,3%,-7.3%,14%,-0.1%,0%,-4.1%,3%,9%,-14%
O=C(O)CCCC(=O)Nc1ccc(Cl)c(Cl)c1,0%,3.8%,-11%,-0.2%,14%,4.0%,1%,4%,-2%
COc1ccc(-c2cn3ccccc3n2)cc1,-7%,1.6%,-8%,-0.2%,-26%,-1.6%,17%,8%,16%
Cc1cc(NC(=O)c2cccc3ccccc23)cc(C)c1OCC(=O)N1CCOCC1,16%,3.8%,-41%,0.3%,-8%,2.4%,-7%,10%,0%
Cn1c(C(=O)N2CCOCC2)cc2c(=O)n3ccccc3nc21,?,1.9%,-13%,0.2%,28%,-3.6%,-4%,15%,-2%
CCOc1ccc(N2C(=O)CC(N3CCN(C4CCc5ccccc5C4)CC3)C2=O)cc1 (configuration not stated),-4%,-0.2%,1%,-0.2%,15%,-2.5%,-12%,.,0%
O=C(Nc1ccccc1)C1CC(=O)N(Cc2ccccc2)C1 (configuration not stated),-1%,-1.5%,-24%,-0.1%,20%,-1.7%,-1%,13%,-1%
CCCc1nc(SCC(=O)Nc2nccs2)c2ccccc2n1,2%,1.6%,-18%,-0.3%,-6%,-4.5%,-3%,-4%,5%
COc1ccc2c(Cl)c(C(=O)N/N=C/c3ccc4c(c3)OCO4)sc2c1,21%,-1.6%,-4%,-0.1%,-43%,1.3%,5%,-16%,0%
C/C(=N\NC(=O)C(C)Nc1cccc(Cl)c1)c1ccc([N+](=O)[O-])cc1 (configuration not stated),-2%,2.0%,-20%,-0.1%,24%,-1.1%,11%,-3%,0%
COC(=O)c1c(NC(=O)C2COc3ccccc3O2)sc2c1CCN(Cc1ccccc1)C2 (configuration not stated),11%,3.6%,5%,0.2%,35%,-3.2%,-12%,7%,1%
Cc1ccc(CN2CCC(n3nccc3NC(=O)CCOc3ccccc3)CC2)cc1C,3%,2.2%,-1%,0.5%,-34%,2.6%,9%,18%,3%
O=C(CN(C(=O)CCNC(=O)c1ccco1)c1ccccc1)NC1CCCC1,2%,-1.1%,-13%,-0.1%,33%,-2.2%,8%,-2%,-8%
COc1ccc2oc(=O)c(C(=O)NCc3ccccc3)cc2c1,31%,1.4%,-14%,-0.3%,-13%[20 µM],-1.3%,-3%,-4%,-6%
CC(=O)Nc1ccc(NC(=O)CN(C)S(=O)(=O)c2ccc3c(c2)CCC(=O)N3)cc1,12%,1.0%,-39%,0.3%,-18%,-3.0%,4%,18%,0%
C/C(CC(=O)Nc1ccc(N(C)C)cc1)=N\NC(=O)c1ccc([N+](=O)[O-])cc1Cl,-9%,-1.0%,-22%,-0.1%,-5%[20 µM],-0.3%,-15%,2%,0%
CC(=O)N1CCc2cc(C(=O)CN3CCCN(Cc4ccc(F)cc4)C3)ccc21,-4%,-0.8%,-6%,0.3%,0%,-7.3%,23%,0%,1%
COc1ccc(C)cc1N(CC(=O)N1CCCC1)S(=O)(=O)c1ccccc1,-1%,-2.3%,-30%,-0.1%,-24%,6.2%,-8%,3%,0%

# 3 structures from above, sorted by heavy-atom count, rising:
structure,AID2073,HIV fusion peptide,NOD1 inhibition,GPR55 beta-arrestin,KOR beta-arrestin-1,KOR beta-arrestin-2,GPR35 arrestin U2OS,GPR55 LPI antagonism,SIAH1 antagonists
COc1ccc2[nH]c(C)c(C(=O)CN(C)C)c2c1,8%,-1.5%,-3%,-0.1%,-34%,6.8%,-6%,-9%,-1%
O=c1ccc(Oc2nc(N3CCOCC3)nc(N3CCOCC3)n2)n[nH]1,-5%,-0.9%,15%,0.2%,3%,-0.7%,7%,0%,-3%
COC(=O)c1c(NC(=O)C2COc3ccccc3O2)sc2c1CCN(Cc1ccccc1)C2 (configuration not stated),11%,3.6%,5%,0.2%,35%,-3.2%,-12%,7%,1%

# Next part
# Results follow in this order: AID2073	HIV fusion peptide	NOD1 inhibition	GPR55 beta-arrestin	KOR beta-arrestin-1	KOR beta-arrestin-2	GPR35 arrestin U2OS	GPR55 LPI antagonism	SIAH1 antagonists
> CCCN1CCc2nc(SCC(=O)Nc3ccc(C)c(Cl)c3)[nH]c(=O)c2C1
    2%	4.6%	-26%	0.0%	-20%[20 µM]	-11%	-2%	0%	2%
> N#Cc1c2n(cnc1=O)CCCCC2
    12%	2.4%	-12%	0.2%	11%	-2.5%	-10%	-6%	2%
> Cc1ccc(NC(=O)CCn2nnc3ccccc32)c(C)c1
    8%	0.9%	-22%	0.3%	-34%[20 µM]	.	1%	13%	13%
> CCOC(=O)C1CCCN(C(=O)CSc2nccn2C)C1 (configuration not stated)
    -6%	-2.7%	-9%	0.2%	16%	5.4%	9%	.	1%
> COc1cc2c(cc1NC(=O)COC(=O)[C@@H](NC(=O)c1ccccc1)C(C)C)oc1ccccc12
    16%	-2.1%	-36%	-0.5%	24%	6.9%	-4%	3%	-11%
> COc1ccccc1N(CC(=O)Nc1ccccc1C(=O)N1CCOCC1)S(C)(=O)=O
    4%	0.3%	-19%	0.2%	3%	9.8%	5%	-9%	3%
> O=C1CSC(c2cn(-c3ccccc3)nc2-c2cc3ccccc3oc2=O)N1Cc1cccnc1 (configuration not stated)
    12%	0.7%	-16%	-0.1%	-17%	-0.9%	7%	-2%	-1%
> CC1COC(=O)C(NNc2ccc(Cl)c(Cl)c2)=N1 (configuration not stated)
    -1%	-3.3%	-36%	0.7%	-15%	-1.7%	-3%	5%	5%
> OCc1csc(=Nc2ccccc2)n1-c1ccccc1
    -7%	-0.2%	-23%	-0.2%	-11%	1.5%	0%	1%	1%
> O=C(CSc1cccc2cccnc12)NCc1ccco1
    14%	0.3%	-2%	-0.1%	-7%	2.7%	-3%	-4%	1%
> COC(=O)c1cccc(NC(=O)CSc2nncn2-c2ccccn2)c1
    8%	-0.9%	-33%	-0.1%	-12%	-5.8%	3%	5%	-9%
> COC(=O)COc1cccc2c(=O)n(CC(=O)Nc3ccc4c(c3)OCCO4)ccc12
    0%	-0.7%	3%	-0.1%	13%	-0.1%	-5%	0%	-3%
> CCOC(=O)CCC(=O)c1c(C)oc2ccc(OC)cc12
    6%	2.2%	4%	0.2%	-7%	0.5%	-13%	15%	4%
> Clc1cc(Sc2ccc(Br)cc2)nnc1-c1ccccc1
    -3%	-1.9%	1%	0.0%	-4%	3.7%	-4%	20%	-1%
> CS(=O)(=O)N(CCc1ccccc1)CC(=O)N1CCN(Cc2ccccc2)CC1
    10%	-0.4%	6%	0.3%	-2%	-5.9%	-2%	-7%	1%
> O=C(CSc1nnc2ccccn12)c1ccc(OC(F)F)cc1OC(F)F
    10%	2.8%	-4%	0.9%	27%	5.8%	2%	6%	2%
> Cc1cc(N)ccc1-n1c(C)ccc1C
    30%	-4.0%	8%	-0.3%	-14%	-2.6%	16%	-4%	27%
> CCOc1ccc(OCCCC(=O)NC2=NCCS2)cc1
    -6%	0.4%	-16%	0.0%	-30%	-1.3%	7%	5%	2%
> N#Cc1ccc(-c2csc(NNC(=O)c3ccccc3)n2)cc1
    -24%	5.9%	2%	0.0%	-30%	2.8%	-7%	-9%	4%
> COc1ccccc1-c1c(C)nn2c(N)c(-c3ccccc3)cnc12
    11%	-0.9%	-8%	0.0%	-4%	2.8%	-15%	-7%	5%
> O=S(=O)(NCC(c1cccnc1)N1CCN(c2ccc(F)cc2)CC1)c1cccs1 (configuration not stated)
    5%	-2.8%	-15%	0.2%	-16%	-1.2%	-1%	-5%	-2%
> CCCCNC(=O)COC(=O)c1ccc(Cl)c(S(N)(=O)=O)c1
    5%	0.0%	-2%	0.2%	8%	3.7%	-1%	-16%	0%
> CC(C)N1C(=O)S/C(=C\c2ccc(-c3ccc(Cl)c(C(=O)O)c3)o2)C1=O
    8%	25%	-91%	-0.2%	-28%	2.3%	-28%	10%	-3%
> COC(=O)[C@H]1C2CCC(C(=O)OC)(CC2)[C@H]1C(=O)OC
    -2%	60%	5%	0.3%	6%	7.3%	-24%	3%	4%
> CCn1c(SCC(=O)N2CCCC2)nc2c(c1=O)SC(C)C2 (configuration not stated)
    -12%	0.0%	-25%	-0.1%	13%	-3.5%	-7%	3%	5%
> Cc1cn(C(=O)c2ccccc2)c(=S)n1-c1ccc(Br)cc1
    4%	-1.5%	-31%	-0.4%	28%	-1.9%	-8%	22%	0%
> O=C(N/N=C\c1ccccn1)C1COc2cc3ccccc3cc2O1 (configuration not stated)
    -6%	-2.0%	22%	-0.1%	39%	-0.2%	-2%	14%	-2%

# By substructure: the compounds so far containing a nitro group on carbon.
# Results follow in this order: AID2073	HIV fusion peptide	NOD1 inhibition	GPR55 beta-arrestin	KOR beta-arrestin-1	KOR beta-arrestin-2	GPR35 arrestin U2OS	GPR55 LPI antagonism	SIAH1 antagonists
> C/C(=N\NC(=O)C(C)Nc1cccc(Cl)c1)c1ccc([N+](=O)[O-])cc1 (configuration not stated)
    -2%	2.0%	-20%	-0.1%	24%	-1.1%	11%	-3%	0%
> C/C(CC(=O)Nc1ccc(N(C)C)cc1)=N\NC(=O)c1ccc([N+](=O)[O-])cc1Cl
    -9%	-1.0%	-22%	-0.1%	-5%[20 µM]	-0.3%	-15%	2%	0%
